From PubChem
DT40 TDP1 no CPT: qHTS for Inhibitors of human tyrosyl-DNA phosphodiesterase 1 (TDP1): qHTS in cells in absence of CPT; AID 686978, 2013; DT40 Tdp1-/- hTDP1 cells, no CPT, ATP luminescence, 48 h; Potency, µM (highest dose often 46.2 µM), for inactives: at the top dose activity change, negative = growth inhibition, usual class: inhibitors; 420,000 compounds, 15% hits; also: nearly all actives have a fitted effect of over 55% in size
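Luminescent ATP content (CellTiter-Glo) served as the growth readout. Knockout chicken DT40 cells expressing human TDP1 were exposed to compounds without camptothecin for a minimum 48 hr at 37 °C.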
TDP1 cell CPT: growth inhibition of DT40 Tdp1-/-;hTDP1 cells with camptothecin (screen for TDP1 inhibitors); chicken DT40 Tdp1-/-;hTDP1 cells + 20 nM CPT, ATP luminescence, 48 h; 420,000 compounds, 12% hits; Potency, µM (highest dose often 46.2 µM), inactives show at the top dose activity change, negative = growth inhibition, most hits filed as inhibitors; also: nearly all actives have a fitted effect of over 55% in size
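Chicken DT40 Tdp1-/- cells stably complemented with human TDP1 were seeded at 400 cells/well in medium containing 20 nM camptothecin, exposed to pin-transferred compounds, and grown at 37 °C for at least 48 hr. Viability was read as ATP luminescence.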
GCN5L2 inh: inhibitors of human GCN5L2 histone acetyltransferase | Q92830 | GCN5L2 HAT assay, ThioGlo1 CoA-SH fluorescence | Potency, µM (titrated, usually from 58.9 µM), without a hit: at the top dose activity change, negative = inhibition, actives largely listed as inhibitors | 390,000 compounds, 0.21% hits | AID 504327
Target sequence (Q92830 whole entry, looked up): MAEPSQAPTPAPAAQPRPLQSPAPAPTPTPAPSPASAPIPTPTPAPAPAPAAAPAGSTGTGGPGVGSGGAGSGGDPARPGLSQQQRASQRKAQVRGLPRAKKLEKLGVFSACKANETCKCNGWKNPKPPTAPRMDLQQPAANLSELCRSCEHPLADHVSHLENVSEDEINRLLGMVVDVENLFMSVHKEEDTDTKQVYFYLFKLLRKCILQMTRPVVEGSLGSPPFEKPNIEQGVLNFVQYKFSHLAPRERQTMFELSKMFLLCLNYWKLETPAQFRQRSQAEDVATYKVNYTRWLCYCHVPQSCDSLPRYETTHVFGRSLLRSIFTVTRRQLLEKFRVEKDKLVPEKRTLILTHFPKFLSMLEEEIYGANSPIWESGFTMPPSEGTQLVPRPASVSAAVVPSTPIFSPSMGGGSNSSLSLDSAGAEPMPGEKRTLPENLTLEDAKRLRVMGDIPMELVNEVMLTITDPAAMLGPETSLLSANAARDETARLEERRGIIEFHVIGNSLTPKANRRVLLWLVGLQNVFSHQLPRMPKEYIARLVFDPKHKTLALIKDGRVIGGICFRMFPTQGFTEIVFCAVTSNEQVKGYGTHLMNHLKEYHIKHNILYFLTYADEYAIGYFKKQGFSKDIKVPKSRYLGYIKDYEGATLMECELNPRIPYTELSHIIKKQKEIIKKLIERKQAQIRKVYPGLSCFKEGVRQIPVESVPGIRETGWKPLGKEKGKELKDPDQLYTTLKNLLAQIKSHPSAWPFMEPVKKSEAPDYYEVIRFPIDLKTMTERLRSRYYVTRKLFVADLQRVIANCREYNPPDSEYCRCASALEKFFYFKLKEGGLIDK
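Preincubate 20nM GCN5L2 with compound 15 min, RT → add 50uM ThioGlo1 + 75uM H3(1-25) + 70uM acetyl-CoA → read fluorescence 0 and 20 min. Primary qHTS; fluorescent artifacts likely.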
* = called active by the depositor; ? = inconclusive; nt = no result given; & = joins results of further samples; [ ] = dose if it differs, or a comment. Calls follow the shape of the dose curve; as a rule, active = well fitted curve in the direction sought with a large enough effect; inconclusive = small, poorly fitted or top-dose-only effect, or another doubt; inactive = no such curve, though single readings can be large; an effect the other way counts as inactive or inconclusive. % is scaled to controls: 0 for no effect and ±100 for the full control effect; potency is read from the fitted curve at half-maximal effect.

Each structure is followed by: DT40 TDP1 no CPT, TDP1 cell CPT, GCN5L2 inh
> Cc1[nH]c(=O)[nH]c(=O)c1S(=O)(=O)Nc1cccc(C(F)(F)F)c1
    11%, -2%, -16%
> Cc1cc(OCC(=O)NCCN2CCOCC2)cc(C)c1Cl
    -16%, 2%, 2%
> COCc1cc(=O)[nH]c(SCC(=O)Nc2ccccc2)n1
    -7%, -14%, 2%
> CC(OC(=O)CSc1ccc([N+](=O)[O-])cc1)C(=O)NCc1ccccc1 (stereo unspecified)
    16µM*, 21µM*, -9%
> CC(C)c1ccccc1OCC(=O)Nc1ccccc1C(=O)N1CCOCC1
    16µM*, 16µM*, -16%
> CC(=O)Nc1ccc(NC(=O)/C(=C/c2ccco2)NC(=O)c2ccccc2)cc1
    6%, 6%, -4%
> Cc1ccc(NC(=O)c2ccc3ccccc3n2)nc1
    ?, -15%, -4%
> COC(=O)c1ccccc1C(=O)N1CCOCCN(C(=O)c2ccccc2C(=O)OC)CCOCC1
    -2%, 0%, 25%
> COc1ccc([N+](=O)[O-])cc1NC(=O)CCCOc1ccccc1
    ?, -7%, -7%
> O=C(CN(CC1CCCO1)C(=O)CNS(=O)(=O)c1ccc(F)cc1)NCc1ccccc1 (stereo unspecified)
    1%, 13%, 2%
> COc1ccc2cc(C(=O)Nc3ccccc3)sc(=O)c2c1OC
    -20%, -23%, -7%
> COC(=O)c1cccc(-n2sc3ccccc3c2=O)c1
    3.3µM*, 2.1µM*, 1.6µM*
> O=C(NCC1CCCO1)c1csc2c1CCCC2 (stereo unspecified)
    -4%, -3%, -6%
> O=C(CCc1nc2ccccc2c(=O)[nH]1)N1CCN(C/C=C/c2ccccc2)CC1
    6.5µM*, 7.3µM*, 3%
> O=C1Cc2cc(S(=O)(=O)Nc3cccc([N+](=O)[O-])c3)cc3c2N1CCC3
    1%, -21%, -6%
> Cc1cc(Br)c(NC(=O)COC(=O)CSc2nnc(-c3ccc(Cl)cc3)o2)c(Br)c1
    -5%, -2%, -3%
> O=C1C(=O)c2ncccc2-c2cccnc21
    5.3µM*, 6µM*, -7%
> CNc1ccc(OC(F)F)cc1C(=O)c1ccccc1
    -3%, -8%, -4%
> CC1C(=O)N(Cc2cn(Cc3ccco3)nn2)CCS(=O)(=O)N1Cc1ccc(-c2ccccc2)cc1 (stereo unspecified)
    18µM*, ?, nt
> CC(C)CCNC(=O)CCCN1C(=O)c2ccccc2Sc2ncccc21
    ?, 15µM*, 0%
> CCOc1ccc(CCNS(=O)(=O)c2c(C)nc3scc(C)n3c2=O)cc1OCC
    -3%&-17%, -10%&-1%, -28%&-5%
> Cc1ccc(-c2nn(CCC#N)cc2C=C(C#N)C#N)cc1
    -21%, -24%, -6%
> CN1C(=O)C(C(=O)Nc2ccccc2F)c2ccccc21 (stereo unspecified)
    ?, ?, -1%
> O=C(CN1C(=O)NC2(CCCC2)C1=O)N1CCN(c2ccccc2O)CC1
    -16%, -2%, -2%
> CCOC(=O)CSc1nc2ccccc2c(=O)n1-c1ccc(C(=O)NCCOC)cc1
    -15%&2%, -25%&-27%, -1%&-3%
> CC(O)(c1ccc(F)c(F)c1)c1nc(/C=C/c2ccc(C(F)(F)F)cc2)cs1 (stereo unspecified)
    ?, ?, nt
> O=C(OCC(O)CN1CCCCC1)C12CC3CC(CC(C3)C1)C2 (stereo unspecified)
    5%, -12%, -6%
> COc1ccc(-c2nc(CS(=O)CC(=O)NCc3ccccn3)c(C)o2)cc1 (stereo unspecified)
    ?, 18µM*, -2%
> COc1ccc(C2C(C(C)=O)=C(O)C(=O)N2c2ccc(F)cc2)cc1 (stereo unspecified)
    6%, 7%, -7%
> O=C(OCC(=O)c1ccc(Cl)cc1Cl)c1cnccn1
    -13%, -4%, -14%
> O=C(Nc1ccccc1)c1ccc2nc(-c3ccco3)c(-c3ccco3)nc2c1
    23µM*, 21µM*, ?
> COc1ccc(OCC(=O)Nc2ccc(OC)c(S(=O)(=O)N3CCCCC3)c2)cc1
    12µM*, 15µM*, -12%
> CC(C)NCc1cccc([N+](=O)[O-])c1
    -14%, 0%, -1%
> COC(=O)C1=C[C@@H](C(=O)OC)[C@@H]2C3=C(C(=O)C2(C)C)[C@H](C)n2c(=O)n(-c4ccccc4)c(=O)n2[C@@H]3C1
    ?, ?, nt
> O=C(Nc1cccc(-c2cccc(Cl)c2)c1)C1CCN(Cc2nccs2)CC1
    5.8µM*, 9.2µM*, nt
> CN(C)S(=O)(=O)c1ccc(NC(=O)CSc2n[nH]c(=O)n2C2CC2)cc1
    -23%, -7%, -2%
> O=C(c1ccc(COc2ccc(F)cc2)o1)n1cc(Br)cn1
    -17%, 0%, -10%
> COc1ccccc1N1CCN(c2cc(=O)n(-c3ccc(Cl)cc3)c(=O)[nH]2)CC1
    ?, ?, 3%
> Cc1c(CCC(=O)N2CCC(C(=O)O)CC2)c(=O)oc2cc3oc4c(c3cc12)CCCC4
    15µM*, ?, -73%
> O=C(COc1ccc2c(c1)OCO2)NC12CC3CC(CC(C3)C1)C2
    ?, ?, -15%
> O=S(=O)(c1ccc(F)cc1F)N1CCN(CCO)CC1
    9%, 10%, nt
> CCOc1cc(/C=N/n2cnnc2)c(Br)cc1O
    -17%, -19%, -17%
> Cc1nc2ccc(NC(=O)N3CCCCC3)cc2s1
    3%, -9%, 3%
> O=C(NCc1cccs1)c1cccnc1C(=O)O
    -18%, -1%, 0%
> CC(=O)c1ccc(OCC(C)C)c(Cc2c(O)nc(N)[nH]c2=O)c1
    1%, -9%, 19%
> CCOc1ccc(CCNC(=O)Cc2ccc(NC3=NC4CS(=O)(=O)CC4S3)cc2)cc1 (stereo unspecified)
    -12%, -6%, ?
> CSc1nc(N)nc(N(C)C)n1
    0%, 0%, 2%
> O=C(N/N=C/c1ccc(O)cc1O)c1ccc(CN2C(=O)c3cccc4cccc2c34)cc1
    3.7µM*, 4.6µM*, -16%
> CCC(=O)N1N=C(c2ccc(NS(C)(=O)=O)cc2)CC1c1ccc(N(C)C)cc1 (stereo unspecified)
    ?, -4%, -11%
> O=C(CC1C[C@H](C(=O)N2CCCCC2)[C@@]2(CCc3ccccc3)c3[nH]c4ccccc4c3CCN2C1=O)NCc1ccco1 (stereo partly specified)
    21µM*, 13µM*, -6%
> COc1ccc(S(=O)(=O)N2CCC(C(=O)N3CCCC3)CC2)cc1C
    -17%, -14%, -2%
> O=C(c1ccc(S(=O)(=O)Nc2ccccc2)cc1)N1CCCCCCC1
    ?, ?, -2%
> CCOc1ccc(S(=O)(=O)N2CCCCC2)cc1NC(=O)CCc1ccc(OC)cc1
    -24%, -22%, -1%
> O=C(CCNC(=O)Cn1ccc2ccccc2c1=O)NCCN1CCN(c2ccccc2F)CC1
    -20%, -29%, nt
> O=C(Nc1c(C(=O)N2CCOCC2)cnn1-c1ccccc1)c1ccco1
    0%, -12%, -6%
> COc1ccc(-c2csc(NC(=O)c3ccco3)n2)cc1
    -13%, -6%, -10%
> Cc1cc(C)cc(N(CC(=O)NC2CCCCC2)C(=O)CCC(=O)Nc2cc(C)ccn2)c1
    -14%, -14%, -23%
> CN1C(=O)C2(c3ccccc31)N(c1ccc(F)c(Cl)c1)C(=O)CS2(=O)=O (stereo unspecified)
    -11%, 4%, -4%
> COc1ccc(Cl)cc1NC(=O)CN(C)CC(=O)Nc1cc(OC)c(OC)c(OC)c1
    4.1µM*, 5.8µM*, -2%
> Cc1ccc(S(=O)(=O)NN2C(=O)/C(=C/c3ccccn3)SC2=S)cc1
    -22%, -22%, 0%

The listing continues:
Each structure is followed by: DT40 TDP1 no CPT, TDP1 cell CPT, GCN5L2 inh
> Cc1c(Nc2cc(N3CCCCCC3)c3nonc3c2[N+](=O)[O-])c(=O)n(-c2ccccc2)n1C
    -22%, 3%, 14%
> O=C(COC(=O)c1ccccc1C(=O)c1ccccc1)NCc1ccc(F)cc1
    ?, ?, -6%
> Cc1ccc(C(=O)NCc2ccc(Cl)cc2)o1
    -6%, -2%, -17%
> Cn1c(/C=C/c2ccc(Br)cc2)nc2ccccc2c1=O
    18µM*, ?, -7%
> O=C(/C=C/c1ccc(Cl)cc1)Nc1nccs1
    ?, -29%, -6%
> COCCN1C(=O)CCC1(C)c1nnnn1-c1ccc2ccccc2c1 (stereo unspecified)
    6%, 13%, nt
> C=CCn1c(/N=C/c2ccc(OC)cc2)nc2ccccc21
    7%, -5%, 24%
> Oc1ccccc1C1CCCCC1c1ccccc1 (stereo unspecified)
    ?, ?, -26%
> O=C1NC(=O)C2(CCCc3ccc([N+](=O)[O-])cc32)N1 (stereo unspecified)
    5%, 1%, nt
> Cc1ccc(S(=O)(=O)C(CNC(=O)c2c(F)cccc2F)c2ccco2)cc1 (stereo unspecified)
    23µM*, ?, -3%
> O=C(O)c1ccc(-n2nncc2-c2ccccc2)cc1
    -13%, -17%, -4%
> CCOc1ccc(Nc2cc(C)c3ccccc3n2)cc1
    ?, ?, -5%
> Cc1ccc2nc(N3CCN(C(=O)c4ccc(F)cc4)CC3)c(C#N)cc2c1
    23µM*, ?, -10%
> CCCCNC(=S)Nc1cc(S(=O)(=O)N2CCCCC2)ccc1C
    1%, -1%, -3%
> CC(=O)NC(Cc1cc(C)ccc1C)C(=O)N1CCN(C(=O)c2ccc([N+](=O)[O-])cc2)CC1 (stereo unspecified)
    -14%, 38%[activator], 3%
> NC(=O)CN1C(=O)C2CCCCN2C(=O)c2ccccc21 (stereo unspecified)
    -2%, -11%, -4%
> Clc1cccc(Cl)c1/C=N\Nc1nccs1
    ?, ?, ?
> Cc1cc(NC(=O)c2ccc(Cl)cc2)n(CCOC(=O)c2ccc(Cl)cc2)n1
    ?, ?, -8%
> O=C1CC(c2ccccc2)NC(=S)N1 (stereo unspecified)
    7%, -7%, nt
> COc1ccc(OCC(=O)OCC(=O)NC2CC2)cc1
    22%, 6%, 1%
> CCOC(=O)c1cc(-c2ccc(OC)cc2)nc2c1c(C)nn2CCC(N)=S
    ?, ?, -8%
> Cc1ccc(NC(=O)c2ccc(S(=O)(=O)N3CCCCC3)cc2)cc1
    -13%, -1%, -20%
> O=C(CCN1C(=O)/C(=C/c2ccccc2Cl)SC1=S)N1CCCC1
    6.5µM*, 9.2µM*, -17%
> Cc1ccc(C(=O)OCC(=O)N2CCC(Cc3ccccc3)CC2)cc1N
    ?, ?, 2%
> COC(=O)[C@]1(C)N[C@H](CN(C)C(=O)c2ccc(F)cc2)[C@@H]2C(=O)N(Cc3ccccc3)C(=O)[C@@H]21
    1%, -28%, -2%
> COc1ccc(OCC(=O)Nc2ccc3c(c2)nc(CCn2ccccc2=O)n3C)cc1
    -2%, -13%, -24%
> CCc1nnc(NC(=O)CSCc2cc(=O)n3nc(C)sc3n2)s1
    ?, ?, -5%
> Cc1ccc2occ(CC(=O)N3CCN(c4cccc(Cl)c4)CC3)c2c1
    ?, ?, -9%
> Cc1ccccc1OCC(=O)N/N=C/c1cn(Cc2ccccc2)c2ccccc12
    ?, -29%, 28%
> Cc1cc(C)cc(C(=O)NC(CC(N)=O)c2ccc(NC3CCCCCCC3)c([N+](=O)[O-])c2)c1 (stereo unspecified)
    -7%, -3%, -1%
> COc1ccc(NC(=O)N(C)[C@H]2C[C@H]3c4[nH]c5ccccc5c4CCN3C[C@H]2[C@H](C)O)cc1
    ?, ?, nt
> CCO/C=C1\C(=O)N(CC)c2ccccc21
    -15%, -15%, -2%
> CCc1ccccc1OCC(=O)Nc1ccc2c(c1)OCCO2
    ?, -8%, -10%
> Cn1c2c(c(=O)[nH]c1=O)C(NC(=O)c1ccco1)(C(F)(F)F)C(=O)N2 (stereo unspecified)
    -6%, -6%, -1%
> Cc1ccc(C)c(S(=O)(=O)N2CCN(c3nc(CN4CCOCC4)nc4sc(C)c(C)c34)CC2)c1
    18µM*, ?, -13%

Compound profiles, from the list above. Screens in order: DT40 TDP1 no CPT, TDP1 cell CPT, GCN5L2 inh
Record of O=C(CN(CC1CCCO1)C(=O)CNS(=O)(=O)c1ccc(F)cc1)NCc1ccccc1 (stereo unspecified) : 1%, 13%, 2%
Record of Cc1nc2ccc(NC(=O)N3CCCCC3)cc2s1 : 3%, -9%, 3%
Record of O=C1Cc2cc(S(=O)(=O)Nc3cccc([N+](=O)[O-])c3)cc3c2N1CCC3 : 1%, -21%, -6%
Record of NC(=O)CN1C(=O)C2CCCCN2C(=O)c2ccccc21 (stereo unspecified) : -2%, -11%, -4%
Record of O=C(Nc1c(C(=O)N2CCOCC2)cnn1-c1ccccc1)c1ccco1 : 0%, -12%, -6%
